tuberculosis growth = growth inhibition of non-replicating M. tuberculosis (AID 488890). Mycobacterium tuberculosis non-replicating, growth inhibition; higher % means a stronger effect. one-dose inhibition, % at 25 µM; IC50 in µM for titrated hits. hit rate 0.39% among 320,000; in the data active = a potency from the dose series; inconclusive = inhibition mostly from about 82% at the one dose, without a potency; inactive = the rest, 99 in 100 with inhibition below about 76%;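 also: plate controls were DMSO cells for no effect and high antibiotic wells for full effect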
M. tuberculosis HTS = M. tuberculosis growth inhibition, HTS (AID 449762). M. tuberculosis H37Rv growth inhibition, 7H9 media; higher % means a stronger effect. inhibition, % at 25 µM, or IC50 in µM where a hit was titrated. hit rate 0.59% among 330,000; in the data active = a potency from the dose series; inconclusive = inhibition above about 70% without an active follow-up result;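 also: bacterial growth assessed after seven days of incubation; strong numbers were not always called active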
Salmonella PhoP GFP = PhoP regulon inhibitors, Salmonella typhi PhoP promoter GFP reporter, confirmatory (AID 1850). hit rate 0.33% among 310,000. inhibition, % at 50 µM; hits with a dose series show IC50 in µM. Salmonella Typhi PhoP-promoter GFP reporter, fluorescence, 4 h; higher % means a stronger effect; in the data active = a potency from the dose series; inconclusive = inhibition mostly from about 25% at the one dose, without a potency; inactive = the rest, 99 in 100 with inhibition below about 19%;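 also: 0% = induced wells with vehicle and 100% = uninduced wells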
inhibitors of VEEV = inhibitors of VEEV TC-83 cytopathic effect, confirmation, Vero cells (AID 588727) | inhibition, % at 20 µM, or IC50 in µM where a hit was titrated | Vero cells, VEEV TC-83 cytopathic effect inhibition; higher % means a stronger effect | hit rate 0.13% among 350,000; in the data active = a potency from the dose series; inconclusive = inhibition mostly from about 14% at the one dose, without a potency; inactive = the rest, 99 in 100 with inhibition below about 12%; also: strong numbers were not always called active
H1N1 NS1A inhibition = H1N1 influenza NS1A inhibitors, functional cell based assay (AID 504329); NS1A functional cell-based assay, percent inhibition; higher % means a stronger effect; one-dose inhibition, % at 12.5 µM; IC50 in µM for titrated hits; hit rate 0.3% among 340,000; in the data active = a potency from the dose series; inconclusive = inhibition above about 27% without an active follow-up result; also: strong numbers were not always called active
inhibitors of VEEV 10K pilot screen = further read-out of inhibitors of VEEV, marked with its call; inhibition, %; measured here: 10K pilot screen inhibition
* = called active by the depositor; i = inactive; ? = inconclusive; nt = no result given.

SMILES | tuberculosis growth | M. tuberculosis HTS | Salmonella PhoP GFP | inhibitors of VEEV | H1N1 NS1A inhibition | others
O=C(CSc1nccn1-c1ccc(Cl)cc1)Nc1ccc2c(c1)OCO2 | 30% | 1% | -7% | 4.9% | 7%
COC(=O)CSc1nnc(-c2cccnc2)n1-c1cc(OC)cc(OC)c1 | -1% | -4% | -7% | 1.6% | -6%
CC(OC(=O)COc1ccc(Nc2ccccc2)cc1)C(=O)N(C)c1ccccc1 (stereo not given) | ? | <0.2µM* | 3% | 1.4% | 9%
Cc1cc2c(c(=O)n1C1CC1)C(c1cccc(Cl)c1)C(C#N)=C(N)O2 (stereo not given) | -1% | 4% | -4% | 5.8% | -7%
O=C(COc1ccccc1[N+](=O)[O-])c1ccccc1 | ? | ? | 0% | i | 6%
Cc1cc(=O)n2nc(N3CCCC3C(=O)Nc3cccc(Cl)c3C)sc2n1 (stereo not given) | -1% | -2% | -9% | 0.1% | 1%
C/C(=N\N1CCN(c2ccccc2)CC1)c1ccccc1O | 5% | 11% | 4% | 0.4% | 0%
CC(=O)Nc1ccc(OCCOc2ccc(/C=C3\C(=N)N4N=C(C(C)C)SC4=NC3=O)cc2)cc1 | 40% | -1% | -2% | 1.7% | -6%
COc1cc(/C=N/N(C)C)ccc1OC(=O)c1ccco1 | ? | ? | -8% | 0.8% | -1%
CCNC(=S)N(Cc1cc2cc(C)c(C)cc2[nH]c1=O)C1CCCC1 | 25% | 39% | 5% | 8.0% | -13%
CCC(=O)Nc1cccc(NC(=O)c2ccc(C)c([N+](=O)[O-])c2)c1 | -4% | 4% | 4% | 4.8% | -13% | inhibitors of VEEV 10K pilot screen=6.4
O=C(NN=c1c(=O)c2ccccc2c1=O)c1ccccc1 | ? | 2% | 19% | 0.1% | -11%
CN(C)S(=O)(=O)c1ccc(Cl)c(NC(=O)CN2CCC(Cc3ccccc3)CC2)c1 | 20% | 41% | -2% | i | 5%
CC1(C)CC(C(CCN(Cc2ccccc2)C(=O)c2ccco2)c2ccc(F)cc2)CCO1 (stereo not given) | 27% | 1% | -15% | 7.3% | -8%
CCOC(=O)c1ccc(-n2c(=S)sc3c(=O)[nH]c(C)nc32)cc1 | 78% | -19% | 0% | 1.7% | -14%
Cc1ccc2cc(CCNS(=O)(=O)c3ccc(Cl)cc3)c(=O)[nH]c2c1C | -5% | 6% | 11% | i | -3%
O=C1CCC[C@@H]2C[C@@]3(C[C@@H]4CCN1[C@H]24)Nc1cc(Cl)ccc1NC3=NCc1ccccc1 | nt | nt | nt | 0.7% | 11%
CCCN1CCN(CC(=O)Nc2nc3ccccc3s2)CC1 | 14% | 0% | 1% | 0.9% | 3%
Cc1ccc(N(CC(=O)NC2CCCCC2)C(=O)Cn2nnc(-c3ccc(C)o3)n2)cc1 | 15% | 1% | 5% | 0.9% | -5%
COc1ccc(-c2oc3ccccc3c(=O)c2OC(C)=O)cc1 | nt | 45% | 15% | 0.7% | -10%
CCC(=O)N(CCc1ccccc1)Cc1cc2cc3c(cc2[nH]c1=O)OCO3 | 1% | -4% | -7% | 1.0% | -2% | inhibitors of VEEV 10K pilot screen=1.8
O=C(NCc1ccco1)c1ccc(Cn2c(=O)c3sccc3n(Cc3cccc(F)c3)c2=O)cc1 | nt | 7% | -20% | 7.4% | -4%
CC(C)(C)OC(=O)NCCCCCNC(=O)c1[nH]cnc1C(=O)N[C@@H](Cc1ccccc1)C(=O)OC(C)(C)C | 26% | -5% | nt | 3.3% | -9%
COc1ccc(C2CC(=O)c3cnc(N)nc3C2)c(OC)c1 (stereo not given) | nt | nt | nt | 9.7% | -7%
Cc1ccc[n+](CC(=O)Nc2c(Cl)cc(Cl)cc2Cl)c1 | -7% | 1% | 3% | i | -2%
Cc1oc(-c2cc(F)cc(F)c2)nc1CN1CCN(C(=O)c2ccco2)CC1 | -9% | 4% | -4% | 1.6% | -2%
O=C1CSC(=S)N1c1cccc(O)c1 | ? | 8% | 126µM* | i | -5%
CCOC(=O)N1CCN(S(=O)(=O)c2ccc(F)c(C(=O)Nc3cc(C)cc(C)c3)c2)CC1 | 5% | -6% | 4% | 0.9% | -1%
O=C(COC(=O)c1n[nH]c2ccccc12)NC(=O)NC1CCCCC1 | 6% | -1% | -2% | 2.7% | 14%
O=C1CC(N2CCC(c3nc4ccccc4o3)CC2)C(=O)N1c1ccc(Cl)c(C(F)(F)F)c1 (stereo not given) | 28% | -1% | 6% | 0.1% | 5%
FC(F)(F)c1cc(Oc2ccccc2)nc(-c2ccccn2)n1 | ? | 21% | -2% | 0.1% | -21%
CSc1nc2[nH]c3c(c2c2ncnn12)CCCC3 | 76% | 59% | 3% | 4.2% | 1%
CC(=O)c1ccc(NC(=O)CSc2nc(N3CCOCC3)nc(N3CCOCC3)n2)cc1 | 9% | 5% | 7% | 4.0% | 13%
COc1nc2ccc(C)cc2cc1-c1noc(-c2ccccc2)n1 | 7% | 0% | -3% | 3.4% | 0%
CCCC(C)NC(=O)c1ccc(OCc2ccc(Cl)cc2)c(OC)c1 (stereo not given) | 24% | 50% | -5% | 0.5% | 38%
CCOC(=O)c1c(NC(=O)CSc2nnc(C)s2)sc2c1CCC(C)C2 (stereo not given) | 7% | 5% | -5% | 0.3% | -2%
Cc1cc(=O)n2nc(-c3ccc(C(F)(F)F)cc3)sc2n1 | -5% | -6% | 0% | 0.7% | 0%
O=C1C2C3C=CC(C3)C2C(=O)N1c1ccccc1 (stereo not given) | 4% | 8% | -2% | 1.6% | 6%
O=[N+]([O-])c1ccccc1NC(=S)N/N=C/c1ccc(O)c(O)c1 | -13% | 8% | 10% | 3.2% | -8%
O=C(Cn1nnc(-c2ccc(F)cc2)n1)Nc1ccc2c(c1)OCCO2 | -6% | -6% | 1% | 1.2% | 1%

Copied from the results shown, 6 compounds:
SMILES | tuberculosis growth | M. tuberculosis HTS | Salmonella PhoP GFP | inhibitors of VEEV | H1N1 NS1A inhibition | others
CCCC(C)NC(=O)c1ccc(OCc2ccc(Cl)cc2)c(OC)c1 (stereo not given) | 24% | 50% | -5% | 0.5% | 38%
CCOC(=O)c1c(NC(=O)CSc2nnc(C)s2)sc2c1CCC(C)C2 (stereo not given) | 7% | 5% | -5% | 0.3% | -2%
Cc1cc(=O)n2nc(-c3ccc(C(F)(F)F)cc3)sc2n1 | -5% | -6% | 0% | 0.7% | 0%
O=C1C2C3C=CC(C3)C2C(=O)N1c1ccccc1 (stereo not given) | 4% | 8% | -2% | 1.6% | 6%
O=[N+]([O-])c1ccccc1NC(=S)N/N=C/c1ccc(O)c(O)c1 | -13% | 8% | 10% | 3.2% | -8%
O=C(Cn1nnc(-c2ccc(F)cc2)n1)Nc1ccc2c(c1)OCCO2 | -6% | -6% | 1% | 1.2% | 1%

The list continues:
SMILES | tuberculosis growth | M. tuberculosis HTS | Salmonella PhoP GFP | inhibitors of VEEV | H1N1 NS1A inhibition | others
Cc1ccc(NC(=O)CN(C)C(=O)COc2cccc3ccc(C)nc23)cc1 | 8% | 6% | nt | 1.3% | -6%
Cc1ccc(C(C(=O)NCC2CCCO2)N(Cc2ccccc2F)C(=O)Cn2nnc(-c3cccs3)n2)cc1 (stereo not given) | -13% | -4% | 1% | 1.6% | 12%
CCOc1ccc(NS(=O)(=O)c2ccc(C(=O)NCCCN3CCOCC3)cc2)cc1 | 5% | -15% | -8% | i | -5%
COc1ccc(NS(=O)(=O)c2ccc(/C=C/C(=O)O)cc2)cc1S(=O)(=O)N1CCOCC1 | -1% | -2% | -3% | 0.5% | -7%
O=C(Nc1ccc(-n2cnnn2)cc1)C1CCCN1C(=O)Nc1ccc(Br)cc1 (stereo not given) | 12% | -8% | -18% | 0.6% | 11%
COCCCNC(=O)c1ccc2c(=O)n(CC3CCCO3)c(=S)[nH]c2c1 (stereo not given) | 6% | 2% | -3% | 1.2% | -4%
CC(Sc1ccc(Cl)cc1)C(=O)Nc1ccc2c(c1)OCO2 (stereo not given) | ? | -5% | 7% | 1.4% | 6%
CCNc1c(NS(=O)(=O)c2ccc(F)c(Cl)c2)c(=O)oc2ccccc12 | -4% | 4% | -5% | 0.8% | -9%
CCN1CCN(C(=S)NC(CC(=O)c2ccccc2)c2ccccc2)CC1 (stereo not given) | 61% | -2% | -7% | i | 0%
NC(=O)c1ccc(NC(=O)C2CC2)cc1 | 17% | -4% | -6% | i | -9%
CCOC(=O)C1=C(C)N=c2s/c(=C\c3ccc(OC(C)=O)cc3)c(=O)n2C1/C=C/c1ccccc1 (stereo not given) | 41% | 19% | -2% | 1.2% | 3%
O=C(O)CCc1ccc(S(=O)(=O)Nc2cc(C(F)(F)F)ccc2N2CCCC2)cc1 | nt | nt | nt | 0.8% | -5%
N=Cc1c(O)n(-c2ccccc2)c(=O)n(-c2ccccc2)c1=O | -12% | 7% | -6% | i | -2%
COc1ccc(CNC(=O)CC(C)c2ccccc2)cc1 (stereo not given) | 22% | 2% | -1% | 0.4% | -7%
Cc1ccc(NC(=S)NNC(=O)c2ccc(N3CCOCC3)c([N+](=O)[O-])c2)cc1Cl | 57% | 1% | -3% | 5.4% | 17%
COc1cccc(CC(=O)OCC(=O)NCCc2ccc(F)cc2)c1 | 66% | -5% | nt | 0.9% | -8%
CCOCCCNC(=O)c1cc2c(-c3ccc(Cl)cc3)nn(C)c2s1 | nt | 11% | 11% | 7.4% | -3%
O=C(NCc1cccnc1)c1ccc2c(=O)n(CCCN3CCCC3=O)c(=S)[nH]c2c1 | -19% | -12% | 6% | 1.9% | -10%
CC1(C(=O)OCC(=O)Nc2cc(S(=O)(=O)N3CCOCC3)ccc2Cl)CC1(Cl)Cl (stereo not given) | nt | nt | nt | 5.7% | -17%
COc1cc(Cl)c(C)cc1NC(=O)CC1SC(N2CCOCC2)=NC1=O (stereo not given) | -42% | -12% | nt | 11% | -9%
COc1ccc(Oc2cn[nH]c2-c2ccc(OC)cc2O)cc1 | 1% | 12% | -2% | 4.2% | -15%
O=C(CSc1ccc(-c2ccccn2)nn1)N1CCCCC1 | 1% | -2% | -1% | 0.8% | 16%
O=C(O)CN(c1ccccn1)S(=O)(=O)c1ccc(Cl)cc1 | -8% | -4% | 9% | 0.3% | 6%
Cc1ccc(O)c(CNc2nc3ccccc3n2C(C)C)c1 | ? | 0% | 0% | 0.1% | -18%
COc1ccc(C2c3[nH]c4ccccc4c3C[C@H]3C(=O)N(c4ccccc4C(=O)N4CCC[C@H]4C(=O)O)C(=O)N23)cc1 (stereo not given in full) | 19% | 7% | 11% | i | 8%

An excerpt from above in order of number of heavy atoms, rising:
SMILES | tuberculosis growth | M. tuberculosis HTS | Salmonella PhoP GFP | inhibitors of VEEV | H1N1 NS1A inhibition | others
O=C(NN=c1c(=O)c2ccccc2c1=O)c1ccccc1 | ? | 2% | 19% | 0.1% | -11%
COc1ccc(NS(=O)(=O)c2ccc(/C=C/C(=O)O)cc2)cc1S(=O)(=O)N1CCOCC1 | -1% | -2% | -3% | 0.5% | -7%
CC(C)(C)OC(=O)NCCCCCNC(=O)c1[nH]cnc1C(=O)N[C@@H](Cc1ccccc1)C(=O)OC(C)(C)C | 26% | -5% | nt | 3.3% | -9%

Quoted at random: four records from the list.
SMILES | tuberculosis growth | M. tuberculosis HTS | Salmonella PhoP GFP | inhibitors of VEEV | H1N1 NS1A inhibition | others
Cc1ccc(C(C(=O)NCC2CCCO2)N(Cc2ccccc2F)C(=O)Cn2nnc(-c3cccs3)n2)cc1 (stereo not given) | -13% | -4% | 1% | 1.6% | 12%
O=C1CCC[C@@H]2C[C@@]3(C[C@@H]4CCN1[C@H]24)Nc1cc(Cl)ccc1NC3=NCc1ccccc1 | nt | nt | nt | 0.7% | 11%
COc1nc2ccc(C)cc2cc1-c1noc(-c2ccccc2)n1 | 7% | 0% | -3% | 3.4% | 0%
COc1cccc(CC(=O)OCC(=O)NCCc2ccc(F)cc2)c1 | 66% | -5% | nt | 0.9% | -8%

Screens (PubChem BioAssay)

Rows are unselected. About 1.4% of those tested had a hit in this group.
